FEN1 inh: qHTS Assay for the Inhibitors of Human Flap endonuclease 1 (FEN1); Potency, µM (top dose mostly 114 µM), for inactives: at the top dose activity change, negative = inhibition, most hits filed as inhibitors; Recombinant FEN1 flap cleavage, fluorescence, 15 min; actives 0.35% (n = 390,000); AID 588795, 2011; note: nearly all actives have a fitted effect of over 65% in size
Target sequence (P39748 whole entry, looked up): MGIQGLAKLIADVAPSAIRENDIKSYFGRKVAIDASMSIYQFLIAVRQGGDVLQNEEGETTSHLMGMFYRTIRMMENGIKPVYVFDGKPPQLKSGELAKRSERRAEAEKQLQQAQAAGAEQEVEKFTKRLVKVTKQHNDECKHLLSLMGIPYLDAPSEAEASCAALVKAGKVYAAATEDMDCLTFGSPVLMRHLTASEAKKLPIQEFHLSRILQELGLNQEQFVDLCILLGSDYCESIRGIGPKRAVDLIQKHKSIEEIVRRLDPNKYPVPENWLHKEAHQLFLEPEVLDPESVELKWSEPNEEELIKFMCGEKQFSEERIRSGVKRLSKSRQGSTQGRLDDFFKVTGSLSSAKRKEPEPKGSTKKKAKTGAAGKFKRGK
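Reaction started by adding substrate (50 nM final) to 10 nM enzyme after 15 min room-temperature compound preincubation. Reads at 0 and 15 min, with data normalized and fitted to a four-parameter Hill equation.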
TDP1 block: qHTS Assay for Inhibitors of Tyrosyl-DNA Phosphodiesterase (TDP1); Tyrosyl-DNA phosphodiesterase 1 (Homo sapiens), Q9NUW8; recombinant TDP1, AlphaScreen DNA substrate cleavage; Potency, µM (titrated, usually from 130 µM), for inactives: at the highest dose activity change, negative = inhibition, actives largely listed as inhibitors; actives 0.28% (n = 350,000); AID 485290, 2010; note: nearly all actives have a fitted effect of over 40% in size
Target sequence (Q9NUW8 whole entry, looked up): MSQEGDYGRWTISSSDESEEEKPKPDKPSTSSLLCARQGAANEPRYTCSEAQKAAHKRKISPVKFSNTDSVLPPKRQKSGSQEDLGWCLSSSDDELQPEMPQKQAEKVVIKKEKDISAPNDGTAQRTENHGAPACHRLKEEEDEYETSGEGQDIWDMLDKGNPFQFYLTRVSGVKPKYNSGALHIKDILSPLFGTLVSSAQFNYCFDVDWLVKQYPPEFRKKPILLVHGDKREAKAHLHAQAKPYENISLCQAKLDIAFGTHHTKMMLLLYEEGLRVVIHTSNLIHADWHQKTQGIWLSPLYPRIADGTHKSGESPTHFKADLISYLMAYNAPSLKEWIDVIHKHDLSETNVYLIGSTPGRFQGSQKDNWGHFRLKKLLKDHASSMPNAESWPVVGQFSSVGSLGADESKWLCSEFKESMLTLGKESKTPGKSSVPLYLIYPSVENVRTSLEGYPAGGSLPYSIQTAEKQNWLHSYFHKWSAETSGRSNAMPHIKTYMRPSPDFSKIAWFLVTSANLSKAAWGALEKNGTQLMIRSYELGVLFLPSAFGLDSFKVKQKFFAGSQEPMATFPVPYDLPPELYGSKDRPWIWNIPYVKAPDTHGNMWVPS
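E. coli-derived human Tdp1, 1 nM final. Cpd preinc 15 min RT; substrate 15 nM final, 5 min RT; AS bead mix 10 ug/ml final, 10 min RT. Signal loss = tyrosine-FITC cleavage. No-enzyme wells = max signal.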
N370S GC: qHTS Assay for Inhibitors and Activators of N370S glucocerebrosidase as a Potential Chaperone Treatment of Gaucher Disease. Potency, µM (doses to about 59.4 µM), inactives show top-dose activity change, negative = inhibition, most hits filed as inhibitors. N370S GC spleen homogenate, 4MU-glucoside fluorescence. actives 0.092% (n = 330,000). Lysosomal acid glucosylceramidase (Homo sapiens), P04062;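 note: 0% = full enzyme activity and -100% = no enzyme basal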
Numbers without * were called inactive; & = joins results of further samples; [ ] = remark or other dose. Calls come from the whole dose curve; as a rule, active = well fitted curve in the direction sought with a large enough effect; inconclusive = small, poorly fitted or top-dose-only effect, or another doubt; inactive = no such curve, though single readings can be large; an effect the other way counts as inactive or inconclusive. Unless noted, % is set by controls: 0 for no effect and ±100 for the full control effect; potency is the fitted concentration of half-maximal effect.

Screening Cc1ccc(S(=O)(=O)N(CC(=O)NCc2ccc(F)cc2)C(=O)N2CCN(C)CC2)cc1 returned FEN1 inh -1%, TDP1 block 5% and N370S GC -5%.
For COc1ccc(CNC(=O)c2cc3oc4ccccc4c3n2C)cc1OC the results were FEN1 inh inconclusive and TDP1 block 8%.
`CCCOc1ccc(C(=O)N(Cc2ccccc2Cl)C2CCS(=O)(=O)C2)cc1` (stereo not given) gave FEN1 inh -17% and TDP1 block 1%.
`CCCC(=O)Nc1ccc(C(N)=O)cc1` gave FEN1 inh 8%, TDP1 block 8% and N370S GC 1%.
Cc1ccc2c(CC(=O)Nc3sccc3C(N)=O)coc2c1 was read as FEN1 inh inconclusive, TDP1 block 0% and N370S GC 3%.
`CCOC(=O)c1csc(NC(=O)c2cc(-c3ccccn3)nc3ccccc23)n1` gave FEN1 inh -18% and TDP1 block 0%.
CCOC(=O)C(Cc1ccc(O)cc1)NC(=O)CNC(=O)C(CC(C)C)NC(=O)OC(C)(C)C (stereo not given) was read as FEN1 inh 3%, TDP1 block 3% and N370S GC 17%.
For CCCCN(CCCC)C(=O)/C=C/c1cccc([N+](=O)[O-])c1 the results were FEN1 inh -13%, TDP1 block 3% and N370S GC 2%.
`N#CC1=C2N=C(N)c3ccccc3N2C2=C(C(=O)CCC2)C1c1ccccc1F` (stereo not given) gave FEN1 inh -4%, TDP1 block 5% and N370S GC 8%.
COc1cc(/C=C(\C#N)c2nc3c(s2)CCCC3)ccc1O was read as TDP1 block 7% and N370S GC -1%.
For CO[C@H]1COC(=O)C/C=C\[C@@H](C)COC(=O)[C@@H](CCSC)NC(=O)C/C=C\[C@@H]1C the results were TDP1 block 7%&6%[21 µM] and N370S GC 3%&9%[12.8 µM].
For COC(=O)c1ccc(CNC(=O)CSC2=NCCS2)cc1 the results were FEN1 inh 6%, TDP1 block 0% and N370S GC 0%.
For COc1ccc(-n2c(SCC(=O)NCc3ccco3)nc3c([nH]c4ccccc43)c2=O)cc1 the results were FEN1 inh -9%&14%, TDP1 block 4%&10% and N370S GC 3%.
For CSc1ncccc1C(=O)OCC(=O)NC1CCCC1 the results were FEN1 inh -11% and TDP1 block 1%.
For NC(=O)c1ccc(NC(=O)COC(=O)c2ccc3c(c2)OCCO3)cc1 the results were FEN1 inh -1% and N370S GC 8%.
CCOc1ccc(NC(=O)COc2ccc(S(=O)(=O)NC3CCCCC3)cc2)cc1 was read as FEN1 inh -9% and TDP1 block 7%.
Screening Nc1nc(NC(=O)c2cccnc2)nn1-c1ccccc1 returned FEN1 inh -2%, TDP1 block 0% and N370S GC -3%.
For COc1cc(/C=N\NC(=O)C2C(=O)NCC2c2ccccc2)cc(OC)c1O (stereo not given) the results were FEN1 inh 10%, TDP1 block 0% and N370S GC -28%.
For Cc1ccccc1N(C(=O)CNC(=O)c1ccco1)C(C(=O)NC1CCCCC1)c1cccnc1 (stereo not given) the results were FEN1 inh 1%, TDP1 block 11% and N370S GC 0%.
CC1=C(C)CC(C(=O)NC(C)CCc2ccccc2)C(C(=O)O)C1 (stereo not given) was read as FEN1 inh -8%, TDP1 block -5% and N370S GC 7%.
For CCCN1CCN(CCCNC(=O)c2ccc3c(c2)sc2nc(-c4ccc(OC)cc4)cn23)CC1 the results were FEN1 inh 18% and TDP1 block 5%.
`C/C(N)=C(/C#N)C(=O)CSc1nnc(C)n1-c1ccccc1` gave FEN1 inh 15%, TDP1 block 1% and N370S GC -13%.
`COc1ccc(C(=O)Nn2cnc3scc(-c4cccs4)c3c2=O)c(O)c1` gave FEN1 inh 0%, TDP1 block 7% and N370S GC -2%.
`CCOc1ccccc1CC1C(=O)Nc2ccc(Br)cc21` (stereo not given) gave FEN1 inh -8% and TDP1 block 4%.
`CCN1C(=O)/C(=C/c2ccc(OCc3ccc(C(=O)O)cc3)c(Cl)c2)NC1=S` gave FEN1 inh -5% and N370S GC -8%.
`Cc1cccc(OCCCn2ccnc2)c1` gave FEN1 inh 1%, TDP1 block 3% and N370S GC -4%.
For CCc1ccc(NC(=O)C(NS(=O)(=O)c2cccc3nsnc23)c2ccccc2)cc1 (stereo not given) the results were FEN1 inh -18%&-17%, TDP1 block 5%&8% and N370S GC 10%.
`C[C@H]1CN([C@@H](C)CO)C(=O)c2cc(NC(=O)Cc3ccccc3)ccc2O[C@H]1CN(C)Cc1ccccc1` gave FEN1 inh -7% and TDP1 block 1%.
Screening COc1ccc(N(C)S(=O)(=O)c2cccc(C(=O)NC3CCCCCC3)c2)cc1 returned FEN1 inh -10%, TDP1 block -1% and N370S GC -10%.
Screening Cc1cc([N+](=O)[O-])nn1CCCC(=O)Nc1c(C)n(C)n(-c2ccccc2)c1=O returned FEN1 inh -3%, TDP1 block -2% and N370S GC -2%.
`Cc1cc(C)nc(NS(=O)(=O)c2ccc(NC(=O)c3snnc3C)cc2)n1` gave FEN1 inh -3%, TDP1 block 3% and N370S GC 2%.
CCc1noc(C)c1C(=O)Nc1nc(-c2ccc(OC)cc2)cs1 was read as FEN1 inh 9% and N370S GC 1%.
`Cc1c(C(=O)NCC2CCCO2)oc2ccc3c(c12)C(=O)CC(C)(C)O3` (stereo not given) gave FEN1 inh -15%, TDP1 block 5% and N370S GC -3%.
CCCCn1c(N)c(N(CCOC)C(=O)c2sc3ccccc3c2Cl)c(=O)[nH]c1=O was read as FEN1 inh -16%, TDP1 block -1% and N370S GC -3%.
CCN1CCN(CCOCCOc2ccccc2)CC1 was read as FEN1 inh -12%, TDP1 block 2% and N370S GC -3%.
COc1ccc(-n2cnc3scc(-c4ccccc4)c3c2=O)cc1 was read as FEN1 inh -4%, TDP1 block -2% and N370S GC 7%.
`CCn1c(NCCc2ccc(OC)c(OC)c2)nc2c1c(=O)n(C)c(=O)n2C` gave FEN1 inh 1%, TDP1 block -1% and N370S GC -1%.
Screening COc1ccc(Br)cc1C(=O)Nc1nnn(C)n1 returned FEN1 inh 4%, TDP1 block 2% and N370S GC 1%.
Screening CCOC(=O)c1ccc(NCc2nc3ccccc3n2C)cc1 returned FEN1 inh -4%, TDP1 block 7% and N370S GC 0%.
`CCOC(=O)c1cc(C#N)c(SCc2ccc(C#N)cc2)nc1C` gave FEN1 inh -15%, TDP1 block -7% and N370S GC 6%[2.35 µM].

Quoted at random: six compounds from above, in no set order.
Screening COc1ccc(Br)cc1C(=O)Nc1nnn(C)n1 returned FEN1 inh 4%, TDP1 block 2% and N370S GC 1%.
`CCOc1ccccc1CC1C(=O)Nc2ccc(Br)cc21` (stereo not given) gave FEN1 inh -8% and TDP1 block 4%.
`CCCOc1ccc(C(=O)N(Cc2ccccc2Cl)C2CCS(=O)(=O)C2)cc1` (stereo not given) gave FEN1 inh -17% and TDP1 block 1%.
For CCCCN(CCCC)C(=O)/C=C/c1cccc([N+](=O)[O-])c1 the results were FEN1 inh -13%, TDP1 block 3% and N370S GC 2%.
`CCOC(=O)c1csc(NC(=O)c2cc(-c3ccccn3)nc3ccccc23)n1` gave FEN1 inh -18% and TDP1 block 0%.
`C[C@H]1CN([C@@H](C)CO)C(=O)c2cc(NC(=O)Cc3ccccc3)ccc2O[C@H]1CN(C)Cc1ccccc1` gave FEN1 inh -7% and TDP1 block 1%.

6 structures from above, ordered by molar mass, ascending.
Screening Nc1nc(NC(=O)c2cccnc2)nn1-c1ccccc1 returned FEN1 inh -2%, TDP1 block 0% and N370S GC -3%.
CCc1noc(C)c1C(=O)Nc1nc(-c2ccc(OC)cc2)cs1 was read as FEN1 inh 9% and N370S GC 1%.
`CCn1c(NCCc2ccc(OC)c(OC)c2)nc2c1c(=O)n(C)c(=O)n2C` gave FEN1 inh 1%, TDP1 block -1% and N370S GC -1%.
CCCCn1c(N)c(N(CCOC)C(=O)c2sc3ccccc3c2Cl)c(=O)[nH]c1=O was read as FEN1 inh -16%, TDP1 block -1% and N370S GC -3%.
Screening Cc1ccc(S(=O)(=O)N(CC(=O)NCc2ccc(F)cc2)C(=O)N2CCN(C)CC2)cc1 returned FEN1 inh -1%, TDP1 block 5% and N370S GC -5%.
CCOC(=O)C(Cc1ccc(O)cc1)NC(=O)CNC(=O)C(CC(C)C)NC(=O)OC(C)(C)C (stereo not given) was read as FEN1 inh 3%, TDP1 block 3% and N370S GC 17%.

The list goes on.
For C=CCn1c(=S)[nH]c2sc3c(c2c1=O)CCC3 the results were FEN1 inh -1%, TDP1 block 5% and N370S GC 10%.
CC(=O)Nc1ccc(NC(=O)CSc2nnc(CC(C)O)n2-c2ccccc2)cc1 (stereo not given) was read as FEN1 inh -11%, TDP1 block 4% and N370S GC -7%.
Screening COc1ccccc1N1CCN(C(=O)C2CCN(S(=O)(=O)c3ccc4c(c3)CC(C)N4C(=O)C3CC3)CC2)CC1 (stereo not given) returned FEN1 inh -16%, TDP1 block 4% and N370S GC -11%.
Screening O=C(Nc1cccc(Cl)c1N1CCOCC1)c1cccs1 returned FEN1 inh -19%, TDP1 block -3% and N370S GC -4%.
CCc1ccc(NC(=O)C(CC)c2ccccc2)cc1 (stereo not given) was read as FEN1 inh -2%, TDP1 block 0% and N370S GC -1%.
`Cc1cccc(C)c1NC(=O)CSc1nc(-c2ccco2)cc(C(F)(F)F)n1` gave FEN1 inh 2%, TDP1 block 0% and N370S GC 4%.
For Cc1c(O)nc(SCC(=O)Nc2nccs2)n(-c2ccccc2F)c1=O the results were FEN1 inh 1%, TDP1 block 6% and N370S GC 3%.
`CC(C)CCNC(=O)C12CN(Cc3ccccc3)CC1C(c1cccc([N+](=O)[O-])c1)=NO2` (stereo not given) gave FEN1 inh 2%, TDP1 block 6% and N370S GC inconclusive.
`COc1ccc(CNC(=O)CN2C(=O)NC(Cc3ccccc3)(c3ccccc3)C2=O)cc1OC` (stereo not given) gave FEN1 inh 11% and TDP1 block 2%.
COc1ccccc1C(=O)N/C(=C/c1ccc(Br)cc1)C(=O)N1CCCC1 was read as FEN1 inh 11%, TDP1 block 4% and N370S GC 10%.
`O=C(CN1C(=O)/C(=C/c2ccccc2)SC1=S)NNC(=O)c1ccccc1O` gave FEN1 inh -18%, TDP1 block -4% and N370S GC 1%.
`Cc1nc2ccccn2c(=O)c1NC(=O)c1ccc(F)c(F)c1` gave FEN1 inh 2% and TDP1 block 5%.
COc1ccc(NS(=O)(=O)c2cc(NC(=O)CC3CCCC3)ccc2N2CCOCC2)cc1 was read as FEN1 inh 7%, TDP1 block 0% and N370S GC -14%.
COc1cc(C(=O)N2CCC(NC(=O)C(Cc3ccccc3)NC(C)=O)CC2)cc(OC)c1OC (stereo not given) was read as FEN1 inh -2%, TDP1 block 1% and N370S GC 2%.
Cc1ccc2c(CC(=O)Nc3c(C(=O)c4ccc(F)cc4)oc4ccccc34)coc2c1 was read as FEN1 inh -7% and TDP1 block -7%.
Screening OCC[C@H]1C[C@H](O)[C@@H](O)[C@]2(CCCc3ccccc3O2)O1 returned FEN1 inh 2%, TDP1 block -3% and N370S GC -19%.
`O=C(Cc1c(O)c2ccccc2[nH]c1=O)N(Cc1ccccc1)Cc1ccccc1` gave FEN1 inh 22%, TDP1 block 2% and N370S GC 3%.
CCOC(=O)N1CCN(C(=O)CCC(=O)N2CCOc3ccc(C)cc32)CC1 was read as FEN1 inh 0%, TDP1 block -3% and N370S GC inconclusive.
For CCOC(=O)C1CCN(C(=S)Nc2ccc(C)cc2)CC1 the results were FEN1 inh 1%, TDP1 block 1% and N370S GC -3%.
`CCCC(=Nc1ccccc1)C1=C(O)C(C(=O)OC)C(C)(C)CC1=O` (stereo not given) gave FEN1 inh -5%, TDP1 block -2% and N370S GC 1%.
COc1ccc(C(=O)NC(=S)N2CCNC(=O)C2CC(=O)OC(C)C)cc1 (stereo not given) was read as FEN1 inh -8%, TDP1 block 2% and N370S GC -5%.
`C[C@@H]1CC=C[C@H]2[C@H]1C(=O)N(Cc1ccccc1)[C@H]2c1ccc(C(F)(F)F)cc1` gave FEN1 inh -3%, TDP1 block 0% and N370S GC 13%.
Screening COc1ccccc1OCC(=O)Nc1cccc(S(=O)(=O)NC2=NCCCCC2)c1 returned FEN1 inh -4% and N370S GC 2%.
For COc1cc(/C=C2\C(=O)N(c3ccccc3)N=C2C)ccc1Oc1ccc([N+](=O)[O-])cc1[N+](=O)[O-] the results were FEN1 inh -16%, TDP1 block 11% and N370S GC -11%.
`Cc1c(NC(=O)c2ccc(N3C(=O)C4C5C=CC(C5)C4C3=O)cc2)c(=O)n(-c2ccccc2)n1C` (stereo not given) gave FEN1 inh 12%, TDP1 block 3% and N370S GC 7%.
Screening COc1ccc(C)cc1NC(=O)C1CCN(C(=O)C2CC(=O)N(c3ccc(C)cc3)C2)CC1 (stereo not given) returned FEN1 inh 16%, TDP1 block 1% and N370S GC -2%.
For CCOC(=O)N1c2ccccc2C=CC1OCC (stereo not given) the results were TDP1 block 6% and N370S GC 5%.
`O=C(CC1CCCCC1)Nc1ccc(-c2ccc3nncn3n2)cc1` gave FEN1 inh -5%, TDP1 block -2% and N370S GC 22%.
